From PubChem BioAssay
ROC1-CUL1 inh – inhibitors of human ROC1-CUL1 ubiquitin ligase activity | P62877+Q13616 | in vitro K48 di-Ub FRET, acceptor:donor ratio, 45 min | inhibition, % at 10 µM | actives 0.6% (n = 140,000); in the data active = inhibition above about 25%
Target sequence (P62877 whole entry, looked up): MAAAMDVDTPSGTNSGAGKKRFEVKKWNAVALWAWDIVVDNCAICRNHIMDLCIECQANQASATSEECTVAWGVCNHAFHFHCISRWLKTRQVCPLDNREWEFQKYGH
Target sequence (Q13616 whole entry, looked up): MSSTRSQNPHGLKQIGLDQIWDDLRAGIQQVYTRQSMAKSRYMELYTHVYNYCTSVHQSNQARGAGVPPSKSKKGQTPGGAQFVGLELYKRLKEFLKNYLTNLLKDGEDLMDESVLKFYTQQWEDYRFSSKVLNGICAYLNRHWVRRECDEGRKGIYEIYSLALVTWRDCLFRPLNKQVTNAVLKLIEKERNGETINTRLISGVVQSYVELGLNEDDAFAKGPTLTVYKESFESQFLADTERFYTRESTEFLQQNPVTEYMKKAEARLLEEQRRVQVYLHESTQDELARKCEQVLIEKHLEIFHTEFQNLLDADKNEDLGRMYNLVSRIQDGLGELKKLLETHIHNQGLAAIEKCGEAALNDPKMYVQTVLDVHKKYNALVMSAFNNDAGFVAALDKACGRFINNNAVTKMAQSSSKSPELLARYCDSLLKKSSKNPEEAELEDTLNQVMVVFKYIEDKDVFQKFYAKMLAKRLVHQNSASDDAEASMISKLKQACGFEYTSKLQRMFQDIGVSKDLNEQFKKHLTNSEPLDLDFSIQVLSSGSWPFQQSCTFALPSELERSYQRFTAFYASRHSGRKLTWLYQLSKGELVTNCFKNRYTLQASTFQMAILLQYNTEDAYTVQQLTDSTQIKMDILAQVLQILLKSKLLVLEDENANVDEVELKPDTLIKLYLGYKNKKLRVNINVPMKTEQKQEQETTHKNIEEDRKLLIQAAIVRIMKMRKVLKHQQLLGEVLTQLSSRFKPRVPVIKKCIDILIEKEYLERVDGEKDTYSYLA
Starred values were filed as active, the others as inactive. Some of the compounds tested, so the mix of outcomes need not match the whole.

For COc1ccc(C(=O)N2c3ccccc3C(=O)OC2c2ccc(OC)cc2)cc1 (stereo not given) the results were ROC1-CUL1 inh -2.
For COc1ccc(C(=O)NC2CC(C)(C)Cc3occc32)cc1 (stereo not given) the results were ROC1-CUL1 inh -3.
Screening O=C(/C=C/c1cccs1)c1ccco1 returned ROC1-CUL1 inh 8.
For O=C(CSc1nc2ccccc2n1Cc1ccc(Cl)cc1)N/N=C\c1cc(Br)ccc1O the results were ROC1-CUL1 inh -10.
Screening O=C1C(Cl)=C(N2CCCCCC2)C(=O)N1c1ccc(I)cc1 returned ROC1-CUL1 inh 0.
CCc1cccc(C)c1NC(=O)CSc1nc2sc3c(c2c(=O)n1-c1ccccc1)CCCC3 was read as ROC1-CUL1 inh 0.
`CCOc1cc(CNc2ccc(O)cc2)cc(Cl)c1OCc1ccccc1` gave ROC1-CUL1 inh 10.
CC(=O)Nc1ccc(NC(=O)CCCn2nc(C)c3sc4ccccc4c3c2=O)cc1 was read as ROC1-CUL1 inh 9.
Screening CCCCOc1ccc(-c2cc(C(=O)O)c3cc(Br)ccc3n2)cc1 returned ROC1-CUL1 inh -5.
Screening Cc1cccc(Nc2c3c(nc4nncn24)CCC3)c1C returned ROC1-CUL1 inh -6.
`COc1ccc(-n2c(-c3ccccc3OC(=O)c3ccco3)nc3ccccc3c2=O)cc1` gave ROC1-CUL1 inh 1.
`COC(=O)c1c(-c2ccc(F)cc2)csc1NC(=O)CN(C)C` gave ROC1-CUL1 inh 6.
For CC(=O)Nc1ccc(NC(=O)CSc2nc3ccc(NC(=O)c4ccc(C)cc4)cc3s2)cc1 the results were ROC1-CUL1 inh 0.
Screening CN(C)C(=O)CN1CCN(c2nc3nonc3nc2NC2CCCC2)CC1 returned ROC1-CUL1 inh -2.
CC1(C)C(=O)C2(C(N)=O)CCC1C2 (stereo not given) was read as ROC1-CUL1 inh 6.
Screening Cc1cc(=O)n2c(n1)NC(N1CCN(C)CC1)=NC2c1ccc(Cl)cc1 (stereo not given) returned ROC1-CUL1 inh 5.
For COc1ccc2c(c1)CC(N1CCN(CCCO)CC1)c1cc(SC)ccc1S2 (stereo not given) the results were ROC1-CUL1 inh 5.
Screening Cc1cccc(OCC(=O)N/N=C\c2ccc[nH]2)c1C returned ROC1-CUL1 inh -17.
CCC1CN(C(=O)c2ccc(N(C)CCn3ccnc3C)nc2)CCN1C(C)C (stereo not given) was read as ROC1-CUL1 inh 2.
Screening O=C(CCCOc1ccc(Cl)cc1)NC1CCCCC1 returned ROC1-CUL1 inh -1.

An excerpt from further up:
Screening Cc1cccc(Nc2c3c(nc4nncn24)CCC3)c1C returned ROC1-CUL1 inh -6.
`COc1ccc(-n2c(-c3ccccc3OC(=O)c3ccco3)nc3ccccc3c2=O)cc1` gave ROC1-CUL1 inh 1.
`COC(=O)c1c(-c2ccc(F)cc2)csc1NC(=O)CN(C)C` gave ROC1-CUL1 inh 6.
For CC(=O)Nc1ccc(NC(=O)CSc2nc3ccc(NC(=O)c4ccc(C)cc4)cc3s2)cc1 the results were ROC1-CUL1 inh 0.
Screening CN(C)C(=O)CN1CCN(c2nc3nonc3nc2NC2CCCC2)CC1 returned ROC1-CUL1 inh -2.
CC1(C)C(=O)C2(C(N)=O)CCC1C2 (stereo not given) was read as ROC1-CUL1 inh 6.
Screening Cc1cc(=O)n2c(n1)NC(N1CCN(C)CC1)=NC2c1ccc(Cl)cc1 (stereo not given) returned ROC1-CUL1 inh 5.
For COc1ccc2c(c1)CC(N1CCN(CCCO)CC1)c1cc(SC)ccc1S2 (stereo not given) the results were ROC1-CUL1 inh 5.
Screening Cc1cccc(OCC(=O)N/N=C\c2ccc[nH]2)c1C returned ROC1-CUL1 inh -17.
CCC1CN(C(=O)c2ccc(N(C)CCn3ccnc3C)nc2)CCN1C(C)C (stereo not given) was read as ROC1-CUL1 inh 2.
Screening O=C(CCCOc1ccc(Cl)cc1)NC1CCCCC1 returned ROC1-CUL1 inh -1.

Going on with the list:
`CSc1ccc(CC(=NC(=O)c2ccccc2)c2nc3ccccc3[nH]2)cc1` gave ROC1-CUL1 inh -5.
Screening C/C(=N\OCC(=O)NCCCCNC(=O)CO/N=C(\C)c1ccc(C)cc1)c1ccc(C)cc1 returned ROC1-CUL1 inh 0.
CCNC(=O)c1cnn(-c2nccc(-c3cc(C)sc3C)n2)c1C1CC1 was read as ROC1-CUL1 inh 5.
Screening CCC1CN(CCC(=O)NC(c2ccncc2)c2ccccc2C)Cc2cc(OC)ccc2O1 (stereo not given) returned ROC1-CUL1 inh 1.
Screening COC(=O)c1ccccc1C(=O)N1CCC(C(Cc2ccccc2)N(C)C(=O)c2ccoc2C)CC1 (stereo not given) returned ROC1-CUL1 inh -3.
Cc1ccccc1CC(C1CCN(C(=O)c2ccc(F)cc2F)CC1)N(C)C(=O)Cn1cccn1 (stereo not given) was read as ROC1-CUL1 inh 9.
Screening Cn1c(SCC(=O)Nc2ccc(F)c(Cl)c2)nnc1C(F)(F)F returned ROC1-CUL1 inh 14.
`CC(C)(C)OC(=O)N1CCC(c2c(C(=O)N3CCN(c4cccc(Cl)c4)CC3)cnn2-c2cccc(Cl)c2)CC1` gave ROC1-CUL1 inh 10.
Screening CC(C)N1CC(C(=O)NCc2nc(NCc3cccc(C(F)(F)F)c3)c3ccccc3n2)CC1=O (stereo not given) returned ROC1-CUL1 inh 6.
COc1ccccc1NC(=O)CSc1nc(-c2cccc(Cl)c2)nc2c1Cc1c(CO)cnc(C)c1O2 was read as ROC1-CUL1 inh -8.
`Cn1c(=O)n(CCN2CCOCC2)c(=O)c2c1nc1n2CCCN1C1CCCCC1` gave ROC1-CUL1 inh -1.
For CCCCSc1nnc(-c2ccc(N)cc2)n1C the results were ROC1-CUL1 inh -2.
Screening Cc1cc2oc(C(=O)Nc3sc4c(c3C(=O)NCC3CCCO3)CCC4)cc(=O)c2cc1C (stereo not given) returned ROC1-CUL1 inh -5.
COc1ccc(N2CCN(C3NS(=O)(=O)C(c4cccc(Br)c4)C3C)CC2)cc1 (stereo not given) was read as ROC1-CUL1 inh -1.
Screening O=C(NCCSc1ccccc1)c1cc(-n2cnnc2)ccc1Cl returned ROC1-CUL1 inh -4.
`CCCNCC1(O)CCCN(Cc2cccc(F)c2F)C1=O` (stereo not given) gave ROC1-CUL1 inh -1.
FC(F)(F)c1cccc(Oc2ncccn2)c1 was read as ROC1-CUL1 inh -5.
CCC(=O)Oc1ccc(C2Oc3nc(SC)nnc3-c3ccccc3N2C(=O)CC)c([N+](=O)[O-])c1OC (stereo not given) was read as ROC1-CUL1 inh 1.
`CCN1C(=O)C(O)(c2c[nH]c3ccccc23)c2cc(Br)ccc21` (stereo not given) gave ROC1-CUL1 inh 1.
For CCOc1ccc(C2c3c(oc4ccc(C)cc4c3=O)C(=O)N2CCCN2CCOCC2)cc1 (stereo not given) the results were ROC1-CUL1 inh 3.
`Cc1cccc(C(=O)N2CCNC(=O)C2CC(=O)Nc2ccc(F)cc2)c1` (stereo not given) gave ROC1-CUL1 inh -1.
Cc1nc2ccccc2n1Cc1cc(C(=O)NCC2CCCCO2)no1 (stereo not given) was read as ROC1-CUL1 inh -14.
`Cc1ccc(-n2c(=O)c3c(c4cc(C)ccc4n3C)n(CC(=O)NCCC3=CCCCC3)c2=O)cc1` gave ROC1-CUL1 inh -2.
`O=C(Cn1nnc2sc3c(c2c1=O)CCCC3)Nc1cccc(C(F)(F)F)c1` gave ROC1-CUL1 inh 12.
Screening Cc1ccc(C)c(S(=O)(=O)N2CCN(C(=O)C(C)(C)C)CC2)c1 returned ROC1-CUL1 inh -2.
Screening COc1cc2c(cc1OC)CN(C(=O)Nc1ccccc1)CC2 returned ROC1-CUL1 inh 0.
O=c1c2cnc3ncnn3c2ccn1CCc1ccccc1 was read as ROC1-CUL1 inh 3.
For CC1CCCCN1c1cc2c(cc1F)c(=O)c(S(=O)(=O)c1ccccc1)cn2Cc1ccccc1 (stereo not given) the results were ROC1-CUL1 inh 0.
For CNC(=O)C1CCN(Cc2cccc(Cl)c2)CC1 the results were ROC1-CUL1 inh 3.
Screening Cc1cccc(C)c1NC(=O)c1csc2c1CCCC2 returned ROC1-CUL1 inh 0.
Screening COc1ccccc1CCc1nnc(CCC(=O)N(C)CCCN2CCOCC2)o1 returned ROC1-CUL1 inh 0.
COc1ccc(-c2cn3cccnc3n2)cc1F was read as ROC1-CUL1 inh 1.
Screening O=C(O)c1ccsc1-c1ccccc1 returned ROC1-CUL1 inh -6.
For CC(=O)c1ccc2[nH]c3c(c2c1)CCCC3=O the results were ROC1-CUL1 inh 0.
`Cc1cc(C)c2c(-n3cccc3)c(C(=O)NCCc3ccc(Cl)cc3)sc2n1` gave ROC1-CUL1 inh 1.
For CC1CCC(C(C)C)C(OCC(O)CN2C(C)CCCC2C)C1 (stereo not given) the results were ROC1-CUL1 inh 8.
For O=C(Nc1ccc(N2CCOCC2)c(Br)c1)c1ccco1 the results were ROC1-CUL1 inh -8.
`CC(=O)N(C)c1ccc(NC(=S)NC(=O)c2cccs2)cc1` gave ROC1-CUL1 inh 1.
Screening COc1cc(OC)cc(C(=O)Nc2ccc(-c3cc4ccccc4oc3=O)c(C)c2)c1 returned ROC1-CUL1 inh 1.
For CCOC(=O)C1(C#N)C(c2cccc(Br)c2)CC(O)(c2ccc(Cl)cc2)C(C(=O)c2ccc(Cl)cc2)C1c1cccc(Br)c1 (stereo not given) the results were ROC1-CUL1 inh -6.
Screening COC(=O)Cc1cc(OC)c(OC)cc1S(=O)(=O)Nc1ccc(F)c(C(F)(F)F)c1 returned ROC1-CUL1 inh 7.
`CCOC(=O)c1cc(C)sc1NC(=O)c1c(C)noc1C` gave ROC1-CUL1 inh 1.
For CC1=Nc2nc(-c3cccc(C)c3)nn2C(c2cccc(C)c2)C1C(N)=O (stereo not given) the results were ROC1-CUL1 inh -2.
`O=C1CN(C(=O)Nc2ccccc2Cl)C(c2ccccc2)c2c(sc3c2CCCC3)N1` (stereo not given) gave ROC1-CUL1 inh 1.
For Cc1c(C(=O)N/N=C/c2ccc(Cl)cc2Cl)nnn1-c1nonc1N the results were ROC1-CUL1 inh 4.
For C=CCN1N=C(C)C(C)n2c1nc1c2c(=O)n(CC(=C)C)c(=O)n1C (stereo not given) the results were ROC1-CUL1 inh -11.
`O=S(=O)(c1ccccc1Cl)N1CCCC(CO)(Cc2cccc(Cl)c2)C1` (stereo not given) gave ROC1-CUL1 inh -1.
For Cc1ccc(-c2nc3cc(Cl)ccc3o2)cc1N=C/C=C/c1ccccc1[N+](=O)[O-] the results were ROC1-CUL1 inh 2.
Screening COc1ccc(-c2cc(-c3ccc(C)cc3)nc3sc(C(=O)Nc4ccc(C)c(Cl)c4)c(N)c23)cc1 returned ROC1-CUL1 inh 1.
For CCC(C)n1c(C)c(C)n2c3c(=O)n(CCN4CCCCC4)c(=O)n(C)c3nc12 (stereo not given) the results were ROC1-CUL1 inh 3.
Screening CCC(C)Oc1ccc(C(=O)NCc2cccs2)cc1 (stereo not given) returned ROC1-CUL1 inh -4.
CCOc1ccc(C(=O)Nc2ccc3nn(-c4cccc(C)c4)nc3c2)cc1 was read as ROC1-CUL1 inh 8.
Screening Cc1ccc2c(c1)C(=O)OC(C(=O)Nc1ccc(C(=O)O)cc1)C2 (stereo not given) returned ROC1-CUL1 inh 9.
CCCn1c2ccccc2c2cnn(CC(=O)N(C)c3ccc(F)cc3)c(=O)c21 was read as ROC1-CUL1 inh 4.
For COc1cccc(CCc2nnc(CCC(=O)N(C)CCC3CCOCC3)o2)c1 the results were ROC1-CUL1 inh -9.
Cc1ccc(NC(=O)C(C)C(=O)Nc2ccc(C)cc2)cc1 was read as ROC1-CUL1 inh -2.
`C=CCn1c(SCC(=O)c2cc(C)n(CCOC)c2C)nc2scc(-c3ccco3)c2c1=O` gave ROC1-CUL1 inh 10.
For O=C(CSc1nnc(-c2ccccc2)n1-c1ccccc1)N/N=C/c1cc(Br)cc(Br)c1O the results were ROC1-CUL1 inh -6.
O=C(NC1CCCC1)c1ccc(N2CCOCC2)cc1 was read as ROC1-CUL1 inh -4.
`CCOc1ccc2nc(N3CCCC(C(=O)Nc4cc(C)ccc4C)C3)sc2c1` (stereo not given) gave ROC1-CUL1 inh -1.
For COCC(=O)NC1CC(=O)N(CCc2cccc(Cl)c2)C1 (stereo not given) the results were ROC1-CUL1 inh 7.
Screening CCc1ccc(C2(O)CC(C(F)(F)F)=NN2C(=O)c2cccc(Br)c2)cc1 (stereo not given) returned ROC1-CUL1 inh -5.
`CC(O)CNCCNCc1c(OCc2ccccc2)ccc2ccccc12` (stereo not given) gave ROC1-CUL1 inh -4.
Screening COc1ccc(Cn2c(C(=O)O)c(CNC3CCCCCC3)c3ccc(OC)cc32)cc1 returned ROC1-CUL1 inh 2.
`Cc1ccc(CNC(=O)c2cc(COc3cccc(F)c3)[nH]n2)o1` gave ROC1-CUL1 inh 0.
CCc1ccc(-c2cc(C(F)(F)F)n3nc(C(=O)N(C)Cc4cnn(C)c4)cc3n2)s1 was read as ROC1-CUL1 inh 1.
`Cc1cccc(C)c1-n1ncc(C(=O)N2CCN(c3ccccc3)CC2)c1C1CCN(C(=O)OC(C)(C)C)CC1` gave ROC1-CUL1 inh -1.
`CCCc1cc(CN(C)C(=O)CC2(c3ccccc3Cl)CC(=O)N(CCCOC)C2=O)[nH]n1` (stereo not given) gave ROC1-CUL1 inh -5.
O=C1C2C(C(=O)N1c1ccccc1)C1(c3ccccc3)NC2(c2ccccc2)C2C(=O)N(c3ccccc3)C(=O)C21 (stereo not given) was read as ROC1-CUL1 inh -4.
For NC1=NC(N(Cc2ccccc2)Cc2ccccc2)=NC(=O)C1 the results were ROC1-CUL1 inh 1.
CC(=O)c1cccc(NC(=O)CSc2nnc3ccc4ccccc4n23)c1 was read as ROC1-CUL1 inh -4.
`CC1CCN(S(=O)(=O)c2cc(C(=O)NC3CCCC3)ccc2F)CC1` gave ROC1-CUL1 inh -2.
`Cc1ccc2c(CC(=O)NCCN3Cc4ccccc4OC(c4ccccc4F)C3)cc(=O)oc2c1` (stereo not given) gave ROC1-CUL1 inh -2.
